From PubChem BioAssay
TbREL1 inh – TbREL1 inhibition, primary screen; P86926; TbREL1 RNA ligation, FRET fluorescence; inhibition, % at 9.66 µM; hit rate 0.49% among 89,000; AID 1117264;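 active means inhibition above the mean inhibition across all screened compounds plus 3 SD, cut at about 11% in these data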;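 further: 0% = plate median of test wells and 100% = NSC42067 control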
Target sequence (P86926 whole entry, looked up): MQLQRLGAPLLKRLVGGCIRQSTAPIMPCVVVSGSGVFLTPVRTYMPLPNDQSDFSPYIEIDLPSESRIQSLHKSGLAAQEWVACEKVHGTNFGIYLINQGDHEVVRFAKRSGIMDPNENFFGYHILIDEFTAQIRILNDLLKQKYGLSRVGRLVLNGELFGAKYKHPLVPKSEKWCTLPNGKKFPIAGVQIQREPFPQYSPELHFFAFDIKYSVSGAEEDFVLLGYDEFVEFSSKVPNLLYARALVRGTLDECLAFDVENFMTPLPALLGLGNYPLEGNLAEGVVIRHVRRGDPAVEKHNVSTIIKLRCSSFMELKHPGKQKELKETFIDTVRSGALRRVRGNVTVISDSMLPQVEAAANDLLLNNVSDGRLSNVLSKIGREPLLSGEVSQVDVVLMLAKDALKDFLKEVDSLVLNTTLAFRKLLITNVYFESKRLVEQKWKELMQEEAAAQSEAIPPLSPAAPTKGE
Numbers without * were called inactive. This is a subset; count on the stated rates, not on these rows.

SMILES	TbREL1 inh
Cc1ccc2c(C)nc(Nc3nc(CSc4nc5ccccc5s4)cc(=O)[nH]3)nc2c1	9.2
COc1cccc(OCc2cc(C3Nc4ccccc4C(=O)N3Cc3ccco3)ccc2OC)c1 (stereo unspecified)	-0.1
Cc1nn(CSc2c(F)c(F)c(F)c(F)c2F)c(C)c1[N+](=O)[O-]	-0.2
Cc1ccccc1NC(=O)CNc1ccccc1C(=O)NCc1ccco1	6.2
COc1ccc(OC)c(Nc2nc(N)nc(-c3cc4ccccc4o3)n2)c1	0.1
CCOC(=O)c1cc(C#N)c(N2CCCC2)nc1-c1ccccc1	6.2
CC(=O)Nc1ccc(NC(=O)C(C)OC(=O)c2ccc(N(C)C)cc2)cc1 (stereo unspecified)	1.0
Cc1sc(NC(=O)c2ccco2)c(C(c2cccnc2)N2CCCC2)c1C (stereo unspecified)	-5.5
COc1ccccc1/C=C1/SC(=S)N(CCC(=O)Nc2cccnc2)C1=O	3.3
COc1ccc(NC(=O)N(C)C[C@H]2OCCCC[C@H](C)Oc3ccc(NC(=O)Nc4ccc5c(c4)OCO5)cc3C(=O)N([C@@H](C)CO)C[C@@H]2C)cc1	0.1
CCC(C)N(C(=O)c1oc(=O)c2ccccc2c1-c1ccc(C)cc1)C(C)CC (stereo unspecified)	6.5
COc1cc(C(=O)N/C(=C\c2cn(C)c3ccccc23)C(=O)N2CCOCC2)cc(OC)c1OC	-7.2
O=C(COC(=O)c1ccc(Cl)nc1)Nc1ccc2c(c1)CCC2	-0.5
Cc1nc2sc3c(c2c(=O)n1/N=C/c1cccnc1)CCCC3	0.7
COc1ccc(N2CCN(CC(=O)NCc3ccccc3)CC2)cc1	0.9
Cc1cc(C)c(S(=O)(=O)NCC(CCC(=O)O)C(F)(F)F)c(C)c1 (stereo unspecified)	1.6
CC1CCN(S(=O)(=O)c2ccc(C(=O)N(C)C3CCS(=O)(=O)C3)cc2)CC1 (stereo unspecified)	3.6
Cc1cccc(C)c1-n1nnnc1C1c2ccccc2OCC(=O)N1Cc1ccc(F)cc1 (stereo unspecified)	-3.0
Cc1cc(C)nc(NC(=S)N2CCN(c3ccc(C(F)(F)F)cn3)CC2)c1	-3.2
CC(C)(C)OC(=O)C[C@@H]1C/C=C\C[C@H](CC(=O)N(CCO)Cc2ccccc2)C(=O)N[C@@H](c2ccccc2)COC1=O	-2.7
CCOC(=O)C1CCCN(c2nnnn2-c2ccccc2)C1 (stereo unspecified)	2.1
Cc1cccc(C2=NN(c3ccccc3)[C@@H](C(=O)N3CCOC3=O)[C@@H]2C)c1	-0.2
O=S(=O)(NCCO)c1cccc2cccnc12	-1.1
COCc1cc(C)n(CC(=O)Nc2ccccc2C(=O)OC)c(=O)c1C#N	-2.0
Cc1ccc(S(=O)(=O)N2CCC(=O)N(CCOC(=O)NCc3ccccc3)CC2)cc1	-3.9
CCCN(CCC)S(=O)(=O)c1cccc(C(=O)Nc2ccc3c(c2)OCO3)c1	-1.4
CCOC(=O)C1(C)CCCN1C(=O)c1ccc(C(=O)OC)cc1 (stereo unspecified)	1.2
C/C(CC1CC(COCC(C)C)OC1=O)=N\NC(N)=S (stereo unspecified)	0.6
CC(C)C(NC(=O)C1CCCCC1)C(=O)Nc1ccccn1 (stereo unspecified)	-0.7
Cc1onc(-c2ccccc2)c1C(=O)N1CCN(CCc2ccccc2)CC1	6.0
COc1ccc(C(C(=O)NC2CCCCC2)N(Cc2ccco2)C(=O)c2ccccn2)c(OC)c1 (stereo unspecified)	-2.9
C#CCn1c(S(=O)(=O)Cc2ccccc2Cl)nc(-c2ccccc2)c1-c1ccccc1	2.5
Cc1noc(C)c1C(=O)OCC(=O)Nc1ccc(N2CCOCC2)cc1	-4.5
COc1cc(/C=N/NC(=O)COc2ccccc2C)ccc1OC(=O)c1cccs1	-0.2
Cc1ccccc1C(=O)NCC(=O)OC(C)C(=O)Nc1cccc(S(=O)(=O)N2CCOCC2)c1 (stereo unspecified)	-2.1
O=C(O)C1CCCN1S(=O)(=O)c1ccc2ccccc2c1 (stereo unspecified)	1.8
O=C(Nc1nnc(CCN2CCOCC2)s1)c1ccccc1	-1.4
Cc1cc(C(=O)N/N=C/c2ccc(N(C)C)o2)cs1	-1.1
O=C(Cc1ccccc1)NCC(=O)Nc1cccc(Br)c1	-0.1
CCN(CC)c1ccc(CNc2ccc(Br)cn2)cc1	-3.2
CC1O[C@@H]2O[C@](O[C@H](C)CC[C@@H](C)O)(c3ccccc3)O[C@@H]2C[C@H]1O (stereo partly specified)	-0.9
Cc1cc(NC(=O)CCC(=O)N(c2ccccc2)C(C(=O)NC2CCCC2)c2ccccc2F)no1 (stereo unspecified)	-1.2
CCOC(=O)C(C)N1N=C(/C=C/c2ccc(C)cc2)CCC1=O (stereo unspecified)	-1.0
CN(C)c1cccc(C(=O)NCc2ccc3c(c2)OCO3)c1	-7.5
CC1=C(C)CC(C(=O)NCc2ccccn2)C(C(=O)O)C1 (stereo unspecified)	1.8
C/C(Cc1ccccc1)=N\NC(=O)CNC(=O)c1ccc(Cl)cc1Cl	3.0
O=C(CSc1nnc(NC(=O)c2ccco2)s1)Nc1ccc(F)cc1	4.4
CC(C)(C)NC(=S)Nc1ccc(Br)cc1	-2.5
Nc1nnc(Cc2ccc(Cl)cc2Cl)s1	1.1
CC(C)C(NC(=O)c1ccc(Cl)cc1)C(=O)O (stereo unspecified)	2.2
O=C(Cn1nc(-c2ccc(Cl)cc2)c2ccccc2c1=O)NN1CCOCC1	-1.3
Cn1cnnc1SCCC(=O)Nc1ccc(Cl)cc1	-1.1
COc1ccc(CCNC(=O)CCCn2ncn3c(cc4occc43)c2=O)c(OC)c1	-0.1
COc1ccc(CNC(=O)C(C)N2C(=O)COc3ccc(C)cc32)c(OC)c1 (stereo unspecified)	-1.6
CCC(CC)NC(=O)CON=C1c2ccccc2-c2ccccc21	1.7
Cc1ccc(N/C=C/C(=O)c2cccs2)cc1C	-3.2
CCc1ccc(Oc2nnnn2-c2ccc(C(N)=O)cc2)cc1	1.4
COc1ccc(CC(N)c2csc(Nc3ccc(C(C)=O)cc3)n2)cc1 (stereo unspecified)	3.0
CCc1ccc(/C(C)=N/NC(=O)c2c[nH]c3ccccc23)s1	1.5
Cc1ccc(NC2CCCN(C(=O)CCc3scnc3C)C2)cc1C (stereo unspecified)	-8.7

Carrying on.
SMILES	TbREL1 inh
Cc1oc(-c2cccc(Cl)c2)nc1CN1CCCC(C(=O)NCCCN2CCOCC2)C1 (stereo unspecified)	-2.2
NC(=O)c1ccsc1NC(=O)c1ccc(N2CCCC2=O)cc1	-3.2
CCCCC(=O)Nc1ccc(NC(=O)CCCC)nc1	-3.6
CCCOc1ccc(N2C(=O)CC(N(Cc3ccc(S(N)(=O)=O)cc3)C(=O)CC)C2=O)cc1 (stereo unspecified)	5.2
O=C(N/N=C(\CC(=O)c1cccs1)C(F)(F)F)c1cccnc1	-7.1
CNC(=O)c1ccccc1S(=O)c1ccccc1C#N (stereo unspecified)	1.4
CC(C)Sc1nc2sccc2c(=O)n1-c1ccccc1	-0.1
Cc1ccc(NC(=O)c2ccccc2OCC(=O)c2ccc(F)cc2)cc1	-2.5
O=C1COc2ccc(C(=O)COC(=O)c3ccco3)cc2N1	8.3
COc1ccc(CNC(=O)CN(Cc2ccccc2)C(=O)CCC(=O)Nc2ccccn2)cc1	-2.5
NCc1cccc(CNc2ccc([N+](=O)[O-])cc2C(N)=O)c1	2.8
O=C(Nc1nc(-c2ccc(F)c(F)c2)cs1)c1cc([N+](=O)[O-])ccc1N1CCOCC1	-0.4

Reprinted from the part before: four compounds, then new ones.
SMILES	TbREL1 inh
O=C1COc2ccc(C(=O)COC(=O)c3ccco3)cc2N1	8.3
COc1ccc(CNC(=O)CN(Cc2ccccc2)C(=O)CCC(=O)Nc2ccccn2)cc1	-2.5
NCc1cccc(CNc2ccc([N+](=O)[O-])cc2C(N)=O)c1	2.8
O=C(Nc1nc(-c2ccc(F)c(F)c2)cs1)c1cc([N+](=O)[O-])ccc1N1CCOCC1	-0.4
CCOc1ccc(NC(=O)CN(C)C(=O)CC2CCCCC2)cc1OCC	3.3
O=C(c1ccc2c(=O)n(Cc3ccc(Cl)cc3)c(=S)[nH]c2c1)N1CCCC1	-3.6
CCC1CCCCN1CCCNC(=O)c1ccc(CS(=O)(=O)c2ccccc2OC)o1 (stereo unspecified)	2.3
COc1ccc(NC(=O)COC(=O)c2ccc(S(=O)(=O)N3CCCCC3)cc2)c(OC)c1	3.8
O=C(/C=C/c1cnc2ccccc2n1)NC1CCCCCC1	-3.0
CCOC(=O)N1CCN(c2c(N3CCN(c4ccc(OC)cc4)CC3)c(=O)c2=O)CC1	-4.7
Cc1cccc(NC(=O)NCc2ccc3c(c2)OCO3)c1	4.7
COc1ccc2[nH]c3c(c2c1)[C@@H]1CCN2C(=O)CCC[C@H](C3)[C@H]12	0.7
CC1CC(=O)N(CC(=O)NCc2ccco2)c2ccccc2S1 (stereo unspecified)	2.5
O=C1CC(NCCN2CCOCC2)C(=O)N1Cc1ccc(N2CCCC2=O)cc1 (stereo unspecified)	5.3
CCC(=O)N1CCc2cc(Br)c(S(=O)(=O)NCc3ccccc3OC)cc21	0.0
COC(=O)C1=C(C)N(Cc2ccc(C(F)(F)F)cc2)C(=NCc2ccccc2C(F)(F)F)NC1c1ccc(F)cc1 (stereo unspecified)	13.9*

Some of the entries so far, with each value named:
Cc1sc(NC(=O)c2ccco2)c(C(c2cccnc2)N2CCCC2)c1C (stereo unspecified)
  TbREL1 inh = -5.5
COc1ccccc1/C=C1/SC(=S)N(CCC(=O)Nc2cccnc2)C1=O
  TbREL1 inh = 3.3

Next section.
SMILES	TbREL1 inh
CCn1c(SCC(=O)Nc2ccc(C(C)=O)cc2)nc2nc3c(cc2c1=O)COC(C)(C)C3	-0.8
CCn1c(-c2cc(OC)ccc2OC)csc1=Nc1c(C)n(C)n(-c2ccccc2)c1=O	1.7
O=C(Nc1ccc(S(=O)(=O)N2CCOCC2)cc1)c1ccc2c(c1)OCO2	4.8
Cc1onc(-c2ccccc2Cl)c1C(=O)Nc1ccccc1O	-1.4
O=C(c1nsnc1-c1ccccc1O)N1CCCCC1	5.7
Cc1cc(=O)oc2cc(NC(=O)CC3(CC(=O)O)CCCC3)ccc12	0.0
Cc1ccc(/C=N/n2c(COc3ccccc3)n[nH]c2=S)s1	-8.0
Cc1cccc(NC(=O)c2cc3c(=O)n4ccccc4nc3s2)c1	1.6
COc1ccc(CC(=O)c2ccc(O)cc2O)cc1OC	-0.3
COc1ccc(C(=O)Nc2ccccc2C(=O)N/N=C/c2cccc3ccccc23)cc1	4.3
N#CCCNC(=O)Cn1c(COc2ccc(Cl)cc2)nc2ccccc21	3.1
COc1ccc(C(=O)Nc2c(-c3cccs3)c(=O)c3ccccc3n2C)cc1	-1.9

Looked up above:
COc1ccc(CC(=O)c2ccc(O)cc2O)cc1OC in TbREL1 inh is entered as -0.3
CCn1c(SCC(=O)Nc2ccc(C(C)=O)cc2)nc2nc3c(cc2c1=O)COC(C)(C)C3 in TbREL1 inh is entered as -0.8
COc1ccc(C(=O)Nc2ccccc2C(=O)N/N=C/c2cccc3ccccc23)cc1 in TbREL1 inh is entered as 4.3
Cc1cccc(NC(=O)c2cc3c(=O)n4ccccc4nc3s2)c1 in TbREL1 inh is entered as 1.6
Cc1onc(-c2ccccc2Cl)c1C(=O)Nc1ccccc1O in TbREL1 inh is entered as -1.4

Remaining list, next part.
SMILES	TbREL1 inh
CCOc1ccc(N2C(=O)CC(NCc3ccc(S(N)(=O)=O)cc3)C2=O)cc1 (stereo unspecified)	1.0
O=C(CCSCc1ccccc1Cl)N1CCN(c2cccc(Cl)c2)CC1	-2.7
O=C(CSc1ccc2nnc(-c3ccc(Cl)cc3)n2n1)N1CCCC1	7.4
O=C(NC1CCS(=O)(=O)C1)c1cccs1 (stereo unspecified)	3.8
Cn1sc(NC(=O)c2ccccc2Cl)nc1=O	0.8
O=C(CN1C(=O)c2ccccc2C1=O)Nc1cc([N+](=O)[O-])ccc1O	0.4
O=C(NCCCN1CCOCC1)c1ccc(CS(=O)(=O)c2cccc(C(F)(F)F)c2)o1	-2.9
Cc1nn(Cc2ccccc2)c(C)c1C(=O)OCC(=O)c1cc(C)n(C2CC2)c1C	-6.8
CCOc1cc(Br)c(C(C)NC(=O)c2cccnc2)cc1OCC (stereo unspecified)	-0.4
COc1ccc(C2C(O)C(c3c[nH]c4ccccc34)=NN2C(=O)CCl)cc1 (stereo unspecified)	5.3
Cn1c(=O)c2c(nc(NCc3ccco3)n2Cc2ccc(Cl)cc2Cl)n(C)c1=O	6.3
O=C(CN1CCOCC1)Nc1ccc(S(=O)(=O)NC2CCCCC2)cc1	-1.4
C[C@@H](NC(=O)c1nc[nH]c1C(=O)N1CCN(c2ccccc2)CC1)c1ccccc1	-1.9
O=C1/C(=C\c2cccs2)SC(=S)N1C1CCS(=O)(=O)C1 (stereo unspecified)	7.6
COc1ccc(NC(=O)COC(=O)CCc2ccc(S(=O)(=O)N3CCOCC3)cc2)cc1OC	-2.9
O=C(O)CCC(=O)CCC(=O)c1ccccc1	7.5
C=CCn1c(CCNC(=O)c2cccs2)nnc1SCC(=O)c1ccc(Br)cc1	-4.2
NC(=O)C(NC(=O)OCc1ccccc1)c1ccccc1 (stereo unspecified)	1.6
COCCn1ccc2c(OCC(=O)NCCc3ccc(OC)c(OC)c3)cccc2c1=O	1.1
Cc1ccc(S(=O)(=O)N2[C@@H](c3ccc(F)cc3)C(C(=O)O)=CC[C@H]2c2cccc(Cl)c2)cc1	-2.1
COc1ccc([C@H]2Cc3cccc(O)c3C(=O)O2)cc1O	-1.3
CCCCn1c(N)c(N(Cc2ccccc2OC)C(=O)C(C)Oc2ccc(Cl)cc2)c(=O)[nH]c1=O (stereo unspecified)	2.0
Cc1cc(=O)nc2c3ccccc3n(CC(=O)Nc3ccccc3Br)n12	0.0
COc1cc(/C=N/Nc2nc(=O)[nH]nc2C)ccc1O	2.0
COC(=O)Cn1cccc1C(=O)c1ccccc1	0.6
COc1ccc(NC(=S)Nc2cccc(C)n2)cc1	-1.9
O=C(COC(=O)c1ccc(Br)c(S(=O)(=O)N2CCOCC2)c1)NC1CC1	1.0
N#Cc1nc(COc2ccc(Cl)cc2Cl)oc1N1CCN(c2ccccc2)CC1	4.6
COC(CNC(=O)c1ccc2c(c1)nc(C)n2-c1ccc(F)c(F)c1)OC	1.6
N#C/C(=C/Nc1ccccc1C(=O)O)C(N)=O	-0.7
Cc1cc(C)c2c(CC(=O)O)coc2c1	0.8
CCc1cccc(NC(=O)CCCN2C(=O)C(c3ccccc3)Oc3cccnc32)c1 (stereo unspecified)	2.6
Cc1nc2cc3nc(C)sc3cc2s1	5.4
